Screens as filed in PubChem BioAssay.
PTAP TSG101 blk: blocks PTAP/TSG101 interaction to inhibit HIV-1 budding; Q99816; Fluorescence polarization, FITC-PTAP peptide / Tsg101 binding; Potency, µM (doses to about 115 µM), for the others: at the top dose activity change, negative = inhibition, most hits filed as inhibitors; 340,000 tested, under 10 active; AID 493005; active means well fitted inhibition curve with a large enough effect in the main read-out, with a control signal flat, not every such curve was filed as active; inconclusive means small, poorly fitted or top-dose-only effect, or effect the other way, or a change in a side signal; inactive means no such curve, though single readings can be large or run the other way; further: potency means the concentration at half of the fitted maximal effect; % of control where 0% means no effect
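Fluorescence polarization binding of Tsg101 binding domain (10 uM final) to FITC-labeled PTAP peptide (50 nM final) in HEPES pH 7.5 buffer with NaCl, Tween 20, EDTA, TCEP. Compounds added before peptide; binding 20 min at RT.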
Mito fusion act: inhibitors of mitochondrial division or activators of mitochondrial fusion | S. cerevisiae fusion-defective mutant growth rescue, CellTiterGlo 48 h | Potency, µM (doses to about 46.1 µM), inactives show at the top dose growth rescue (activation), usual class: activators | 320,000 compounds, 0.23% hits;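 further: potency means the concentration at half of the fitted maximal effect; % of control where 0% means no effect; nearly all actives have a fitted effect of over 45% in size; temperature-sensitive fusion mutants such as fzo1-1 at 37 °C on non-fermentable ethanol glycerol medium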
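Read-out: ATP-based luminescence (CellTiterGlo, 10 min ambient) reporting growth of fusion-defective ts yeast after 48 hours at 37C on glycerol/ethanol YPEG medium in the presence of compound.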
a7 integrin act: activators of alpha7 integrin expression for muscular dystrophy; alpha7betagal myoblasts, beta-gal FDG fluorescence, 48 h; Potency, µM (doses to about 38.3 µM), inactives show at the highest dose activation, usual class: activators; 350,000 compounds, 0.064% hits;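 further: potency means the concentration at half of the fitted maximal effect; 100% = response of the positive control SU9516; nearly all actives have a fitted effect of over 60% in size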
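alpha7betagal+/- myoblasts (passage 13, 250/well) treated 48 h at 37C with compounds at 1:260 dilution of DMSO stock. Lysed, then beta-galactosidase activity read as FDG fluorescence (ex 480/em 540) after 30 min, with pre-read for autofluorescence.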
Chronic BCR inh: blocks chronic active B-cell receptor signaling; AID 493014; Potency, µM (titrated, usually from 46.1 µM), for the others: at the top dose ratio change, negative = lower green/red ratio, actives largely listed as inhibitors; 340,000 compounds, 0.05% hits; ABC-DLBCL IkBa-CBG/CBR reporter, luminescence ratio, 4 h; active means well fitted inhibition curve with a large enough effect in the signal ratio, with a control signal flat, not every such curve was filed as active; inconclusive means small, poorly fitted or top-dose-only effect, or effect the other way, or a change in a side signal; the % refers to the signal ratio;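 further: potency means the concentration at half of the fitted maximal effect; plate controls were basal doxycycline-induced cells for no effect and cells given 10 µM MG132 for full effect; MG132 reads +100%, hits lower the ratio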
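Concentration-response series (up to 46 uM) were applied to TMD8 dual-reporter cells for 4 h at 37C with doxycycline. Green/red ratio, after filter-overlap correction, defined %Activity; red signal alone was normalised to basal cells and zero luminescence.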
ELG1 DNA repair: blocks ELG1-dependent DNA repair in HEK293T cells; HEK293T ELG1-luciferase reporter, luminescence, 16 h; DNA damage induced by 5-fluorouridine; Potency, µM (highest dose often 46.1 µM), for the others: at the top dose activity change, negative = inhibition, usual class: inhibitors; 330,000 compounds, 2.3% hits; AID 504467; further: potency means the concentration at half of the fitted maximal effect; on the % scale 0 is the no-effect control and ±100 the full control effect; nearly all actives have a fitted effect of over 55% in size
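Reporter activity after DNA damage by 5-fluorouridine is monitored. Compound-treated cells incubate 16 hr at 37 °C, then ONE-Glo is added for 30 min before luminescence reading.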
Tb PFK inh: inhibitors of T. brucei phosphofructokinase; O15648; T. brucei PFK, ADP-Glo luminescence; Potency, µM (series often up to 57.5 µM), without a hit: top-dose activity, negative = inhibition, hits mostly inhibitors; 330,000 compounds, 0.17% hits;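 further: potency means the concentration at half of the fitted maximal effect; 0% = uninhibited 1x PFK enzyme wells and -100% = no-enzyme wells; nearly all actives have a fitted effect of over 60% in size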
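In TEA buffer at pH 8.0 with 5 mM MgCl2, enzyme (1.25 nM) converted F6P (0.5 mM) and ATP (0.1 mM) for 45 min at room temperature. ADP product was read by luciferase luminescence.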
TCR act: T cell receptor activation; 330,000 tested, under 10 active; Potency, µM (top dose mostly 9.22 µM), inactives show top-dose activation of IL-2 secretion, hits mostly activators; AID 504894; primary human leukocytes, anti-CD3, IL-2 HTRF, 48 h; further: % of control where 0% means no effect
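Primary human leukocytes were stimulated with a-CD3 beads plus compounds for 48 hr without co-stimulation; secreted IL-2 was quantified by HTRF using a-IL-2-K (europium cryptate) and a-IL-2-d2, excited at 320nm with acceptor emission read at 665nm.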
ASM inhibitor: human S-ASM enzyme inhibition. P17405. placental ASM, HMU-PC fluorogenic substrate, 60 min. Potency, µM (doses to about 57.5 µM), for inactives: top-dose activity change, negative = inhibition, actives largely listed as inhibitors. 340,000 compounds, 0.006% hits; further: potency means the concentration at half of the fitted maximal effect
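Human placenta-derived ASM preincubated with compound 10 min at room temperature, then reacted with 9 uM (final) fluorogenic HMU-PC substrate for 60 min at 37 C. Stop solution raises pH to 10; fluorescence read at Ex 386/Em 447 nm.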
AT treatment: potential ataxia-telangiectasia treatment | 320,000 compounds, 0.19% hits | […] A-T fibroblasts, KAP-1 phosphorylation AlphaLISA; neocarzinostatin DNA damage 30 min before lysis | AID 485349 | Potency, µM (highest dose often 57.5 µM), for the others: at the highest dose activation, most hits filed as activators; further: potency means the concentration at half of the fitted maximal effect; % of control where 0% means no effect; nearly all actives have a fitted effect of over 45% in size
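hTERT-immortalized A-T patient fibroblasts ([…]), 500 cells/well in OPTI-MEM, 1% FBS, got compounds for 60 min, then NCS for 30 min at 37C. Lysates were then assayed for phospho-KAP-1 by AlphaLISA (anti-pKAP1 donor, anti-KAP1 acceptor beads), 6 hr at 25C.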
Eya2 inh: inhibitors of human Eya2 phosphatase activity; O00167; recombinant Eya2, OMFP fluorescence dephosphorylation (OMFP is methylfluorescein phosphate); Potency, µM (top dose mostly 76.9 µM), for inactives: at the highest dose activity, negative = inhibition, most hits filed as inhibitors; 330,000 compounds, 0.006% hits; further: potency means the concentration at half of the fitted maximal effect; on the % scale 0 is the no-effect control and ±100 the full control effect
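Eya2 (0.2 uM) preincubated 10 min at ambient with compound, then OMFP substrate added at 50 uM; 10 min reaction in 50 mM HEPES pH 7.5, 50 mM NaCl, 5 uM MgCl2, 0.05% BSA, 1 mM DTT. Fluorescence read at Ex 485/Em 525 nm.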
TSHR antagonist: human thyrotropin receptor antagonism | P16473 | TSHR-expressing cells, TSH-stimulated cAMP HTRF, 2 h; stronger effect = lower value | activity change, negative = inhibition, % at 11.5 µM | 330,000 compounds, 0.2% hits | AID 504810;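 active means activity change below a set negative limit, meaning inhibition stronger than a set level, cut at about -70% in these data; inconclusive means activity change between two set negative limits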; further: on the % scale 0 is the no-effect control and ±100 the full control effect
Target sequence (P16473 whole entry, looked up): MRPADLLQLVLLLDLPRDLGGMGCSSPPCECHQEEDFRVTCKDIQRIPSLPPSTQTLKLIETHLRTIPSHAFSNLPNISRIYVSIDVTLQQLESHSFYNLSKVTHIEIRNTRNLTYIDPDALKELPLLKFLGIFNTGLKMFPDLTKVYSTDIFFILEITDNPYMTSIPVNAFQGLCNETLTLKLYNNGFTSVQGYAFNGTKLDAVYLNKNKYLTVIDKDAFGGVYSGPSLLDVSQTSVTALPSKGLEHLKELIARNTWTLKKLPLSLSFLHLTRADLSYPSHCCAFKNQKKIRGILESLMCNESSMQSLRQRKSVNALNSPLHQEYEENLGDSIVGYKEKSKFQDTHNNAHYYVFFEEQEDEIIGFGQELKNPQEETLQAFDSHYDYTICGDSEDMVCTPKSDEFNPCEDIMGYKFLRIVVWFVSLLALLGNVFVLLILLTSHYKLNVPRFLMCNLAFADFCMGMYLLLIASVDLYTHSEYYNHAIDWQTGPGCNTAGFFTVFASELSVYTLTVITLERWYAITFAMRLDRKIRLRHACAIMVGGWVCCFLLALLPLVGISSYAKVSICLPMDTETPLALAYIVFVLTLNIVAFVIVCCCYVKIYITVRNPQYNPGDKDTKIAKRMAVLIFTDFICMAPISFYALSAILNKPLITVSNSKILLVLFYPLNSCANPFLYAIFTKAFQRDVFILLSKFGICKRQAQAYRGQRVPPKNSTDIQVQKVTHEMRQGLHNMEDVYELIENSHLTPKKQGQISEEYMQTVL
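TSHR-expressing cells were treated with compounds, then stimulated with TSH at EC80 (4nM final) for 2 hours at 37 deg C. Cellular cAMP was measured by HTRF competition between lysate cAMP and cAMP-d2 for a cryptate-labelled anti-cAMP antibody.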
Active calls of the source: *; ? = inconclusive; nt = not tested or not shown; [ ] = another dose, or the depositor's remark. Unless noted, the call rests on the fitted dose curve; in most records, active means well fitted curve in the direction sought with a large enough effect; inconclusive means small, poorly fitted or top-dose-only effect, or another doubt; inactive means no such curve, though single readings can be large; an effect the other way counts as inactive or inconclusive. Random draw from the library; any-hit rate near 3.2%.

SMILES	PTAP TSG101 blk	Mito fusion act	a7 integrin act	Chronic BCR inh	ELG1 DNA repair	Tb PFK inh	TCR act	ASM inhibitor	AT treatment	Eya2 inh	TSHR antagonist
Cc1cc(C)cc(N(C(=O)CNC(=O)c2ccco2)C(C(=O)NC2CCCC2)c2ccncc2)c1 (configuration not stated)	-1.5%	-1.6%	?	-14.9%	-18.7%	-0.7%	-0.6%	2.0%	-3.9%	1.6%	14.9
Cc1ccc(NC(=O)COC(=O)CCC(=O)c2ccc(Cl)cc2)cc1S(=O)(=O)N(C)C	-1.8%	0.8%	20.8%	4.4%	18.2%	1.5%	1.4%[46.1 µM]	-7.3%	-3.1%	-2.6%	-7.7
CCOc1ccc(CNC(=O)CCC(=O)N2Cc3ccccc3Oc3ncccc32)cc1	-2.3%	2.0%	-18.3%	-10.0%	5.7%	-4.6%	-8.3%	2.7%	6.6%	-7.1%	-5.1
COc1ccc(CCNS(=O)(=O)c2ccc3c(c2)oc(=O)n3C)cc1OC	-6.0%	-2.1%	18.5%	-3.9%	4.6%	-0.7%	-4.6%[46.1 µM]	-1.9%	6.2%	-6.1%	0.5
Cn1c2ccccc2c(=O)n2c(=O)c3ccccc3cc12	nt	7.0%	nt	?	?	0.9%	nt	nt	-3.6%	?	-4.2
COc1ccccc1C1CC(c2ccco2)=NN1S(C)(=O)=O (configuration not stated)	7.2%	6.4%	-15.5%	?	?	0.5%	9.8%	1.4%	0.9%	3.7%	1.7
CCCCn1c(N)c(N(CC)C(=O)C2CCN(C(=O)c3ccccc3C)CC2)c(=O)[nH]c1=O	-0.5%	-2.4%	-32.1%[inhibitor]	-1.0%	1.9%	-0.5%	-2.3%	1.1%	10.8%	-3.9%	-5.3
Cc1cccc(N2CCN(C(=O)c3ccc4c(c3)CCN4S(C)(=O)=O)CC2)c1C	-6.0%	?	-29.3%	-9.5%	?	-2.3%	-4.8%	-7.1%	6.8%	-7.2%	0.1
Cc1nc2ccccc2n2c(O)c(CC(=O)O)cc12	?	-3.5%	-5.8%	6.3%	7.7%	6.4%	-1.5%	312.7%[activator]	-6.5%	12.1%	-0.1
C=C(C)CNc1cc(S(=O)(=O)N2CCOCC2)ccc1Oc1ccccc1	-0.4%	18.5%	5.4%	5.1%	?	0.0%	-2.3%	-1.3%	0.4%	-8.8%	?
CCCC(=O)c1ccc(N2CCN(C(=O)OCC)CC2)c(F)c1	-9.4%	2.5%	-34.9%	4.2%	-14.5%	-0.7%	0.9%	15.1%	0.9%	2.8%	-5.0
COc1cc(C(C(=O)NC2CCCCC2)N(C(=O)c2cnccn2)c2ccccc2)cc(OC)c1OC (configuration not stated)	0.2%	-0.4%	6.6%	-1.7%	-0.6%	1.5%	-3.2%	3.4%	-8.8%	5.7%	-1.8
Cc1cccc2sc(N(CCCN(C)C)C(=O)c3ccc(C(=O)c4ccccc4)cc3)nc12	2.5%	-20.5%	-71.2%[inhibitor]	?	-10.0%	0.9%	-0.1%	-6.4%	11.6%	-15.1%	-0.6
C/C(=C\C(=O)c1ccc(Cl)s1)N(C)C	-1.1%	1.3%	0.0%	2.0%	11.6%	2.2%	7.4%	0.9%	-1.1%	2.2%	21.6
Cc1ccc(CN2CCN(CCC(C)C)C(CCO)C2)s1 (configuration not stated)	0.9%	2.4%	5.0%	7.7%	10.0%	0.2%	-3.8%	1.5%	1.3%	0.7%	-6.2
Cc1ccc(C(C(=O)NC2CCCC2)N(Cc2cccs2)C(=O)CNC(=O)c2cccs2)o1 (configuration not stated)	-3.8%	-3.4%	-17.9%	-0.4%	-24.4%	2.4%	-3.1%	0.5%	1.2%	10.7%	-3.6
COc1cccc(Cn2cccc(NC(=O)NC3CCCCC3)c2=O)c1	-4.9%	-0.9%	-19.8%	5.0%	-7.7%	-0.3%	2.1%	-2.2%	-1.4%	7.6%	-12.3
CC(=O)N1CCc2cc(C(=O)CN3CCN(c4ccccn4)CC3)ccc21	0.0%	2.4%	-12.5%	?	?	-4.8%	-40.5%	3.1%	-3.0%	-3.0%	-28.3
O=C1c2ccccc2C(=O)C1(O)O	nt	-11.8%	nt	?	-1.3%	?	nt	nt	31.5%	1.7%	27.3
O=C(Nc1ccc(Cl)cc1)[C@@H]1[C@@H]2C(=O)N(c3ccc4ccccc4c3)C(=O)[C@@H]2[C@H]2C=CC=NN21	1.8%	-0.5%	-43.7%	?	-9.8%	0.7%	-11.7%	-2.2%	0.8%	2.7%	-7.6
Cc1cccc(C(=O)NCC(=O)OCc2nc(N)nc(Nc3ccccc3C)n2)c1	0.1%	nt	26.6%	-5.5%	5.2%	6.8%	-1.4%	-1.6%	4.6%	-4.4%	1.9
CCOc1ccc(NC(=O)CN2C(=O)C3CCCN3C2=O)cc1 (configuration not stated)	-1.5%	-4.8%	21.7%	5.2%	?	2.5%	-3.9%	-6.6%	17.6%	0.1%	7.0
NS(=O)(=O)c1ccc(NC(=O)C2C3C=CC(C3)C2C(=O)O)cc1 (configuration not stated)	-1.4%	-0.6%	2.0%	-8.9%	14.8%	2.9%	-21.3%	-3.1%	-2.2%	-1.8%	6.6
Cc1nn(CCC#N)c(NC(=O)c2ccc(Cl)cc2)c1P(=O)(Nc1ccc([N+](=O)[O-])cc1)N1CCOCC1 (configuration not stated)	0.4%	-2.2%	2.0%	-6.5%	-3.2%	-2.7%	0.9%	-0.9%	-3.8%	-18.0%	4.7
CCN(CC(=O)Nc1ccc(C(C)=O)cc1)CC(=O)Nc1cccc(OC)c1	-2.8%	4.9%	21.0%	-15.5%	-13.2%	-0.6%	-4.5%	-5.0%	3.7%	3.9%	6.6
CC(=O)NC(=S)NNC(=O)c1ccc(Br)cc1	-9.4%	-4.4%	-25.6%	-0.3%	-9.6%	-3.0%	-1.8%	-2.0%	-0.2%	17.7%	3.1
CC(=O)OCC[C@H](NS(=O)(=O)OCC(Cl)(Cl)Cl)c1ccccc1	nt	2.9%	7.8%	?	-3.2%	1.3%	14.0%	3.4%	11.9%	9.5%	-14.1
CC(=O)/C(C(=N)N1CCN(Cc2ccccc2)CC1)=C(\C)O	1.0%	-2.1%	-11.7%	-2.2%	2.9%	-6.2%	-2.0%	25.5%	3.5%	5.5%	5.7
Oc1[nH]c2ccccc2c1N=Nc1ccc(F)cc1	?	6.0%	-10.9%	?	?	1.8%	-3.7%	-13.5%	-1.6%	-2.1%	5.6
CCOC(=O)c1cccc(NC(=O)Nc2ccc(OCC)cc2)c1	-3.6%	-0.2%	-5.3%	?	?	-0.7%	-2.3%	-1.5%	4.0%	-5.1%	-7.5
Cc1ccc(C2CC(c3ccccc3)n3ncnc3N2)cc1 (configuration not stated)	-3.4%	-0.7%	-13.8%	-1.9%	11.6%	-3.2%	14.7%	4.6%	9.4%	1.0%	3.8
CCOc1ccc(C(=O)OCC(=O)NCc2ccco2)cc1OCC	-2.3%	6.5%	-12.1%	4.1%	13.3%	?	4.2%	1.4%	6.3%	0.7%	-7.7
O=C(Nc1cccc(C(F)(F)F)c1)c1cnccn1	-4.1%	7.4%	1.4%	?	11.6%	-3.4%	2.2%	-4.6%	-2.2%	0.3%	5.0
COc1cc(CCCN2C(N)=NC[C@@H]2Cc2ccc(O)cc2)cc(OC)c1OC	-2.8%	-4.6%	-6.4%	-0.4%	?	4.9%	8.4%	7.5%	0.0%	2.6%	-6.5
Cc1ccc(C)c(OC(C)C(=O)Nc2ccc(S(=O)(=O)Nc3nccs3)cc2)c1 (configuration not stated)	-0.8%	-3.0%	0.0%	?	-0.7%	2.1%	-2.0%	-0.5%	0.0%	-22.6%	2.8
